MT stabilizer – microtubule stabilizers in HeLa cells. % tubulin-high responders, % at 10 µM. HeLa tubulin immunostaining HCS, 24 h; share of cells brighter than vehicle mean+2SD. 200,000 tested, 0.83% active;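 active means plate Z-score above 3 for both tubulin-high and condensed-nucleus cell shares, with cell loss under 80%, at 10 µM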;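 further: anti alpha tubulin signal scored within the nucleus-defined area of each cell; some results filed as inactive read as strong as hits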
Autophagy HCS – autophagy modulation, high-content screen | MEF GFP-LC3 puncta imaging; test concentration mostly 10 µM | calls only at 10 µM (by protocol) | 190,000 tested, 0.98% active;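 active means percentage of spot-positive cells more than 3 SD above its plate mean, without a fluorescence outlier flag or 80% toxicity; inconclusive means no clear call, values can overlap the other calls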;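 further: spot-positive cell cutoff set from DMSO-treated cells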
bCat nuc transl – beta-catenin nuclear translocation modulation. 190,000 tested, 0.3% active. nuclear translocation activity, % at 5 µM. HeLa beta-catenin nuclear translocation, immunofluorescence imaging;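 active means nuclear translocation activity above 50% at 5 µM, with a well cell count of 50 or more; inconclusive means wells under 50 cells across six images, flagged as toxic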;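 further: per-cell ratio of nuclear to cytoplasmic median beta-catenin stain intensity; plate controls were DMSO negative control for no effect and GSK-3 inhibitor IX positive control for full effect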
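Assay system: human HeLa cells, native beta-catenin; doses: 5 µM primary, 0.02–20 µM confirmation; incubation: compound treatment 24 h, 37°C, 5% CO2; technique: fluorescence imaging of beta-catenin antibody stain plus DAPI; measure: % activation, nuclear-to-cytoplasmic median beta-catenin signal ratio per cell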
AID2073 – disruptors of CaV2.2 binding to Mint1 – biochemical, HTRF (AID 2073) | HTRF protein-protein interaction, Mint1-CaV2.2; higher % means a stronger effect | inhibition, % at 20 µM, or IC50 in µM where a hit was titrated | 290,000 tested, 0.19% active; in the data active means inhibition mostly above about 51%, no sharp cut-off; inconclusive means no clear call, values can overlap the other calls; inactive means mostly below about 53%; further: some results filed as inactive read as strong as hits
Dynein transport – blocks dynein driven cargo transport along microtubules | AID 1381 | z-score, hits read low | 220,000 tested, 0.47% active | 3617.4 mouse cells, GR-EGFP nuclear translocation imaging; test concentration mostly 20 µM; stimulated with dexamethasone, 1 µM; hits give low values;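 active means plate z-score of nuclear minus cytoplasmic receptor signal below a set negative limit, without overly bright fluorescence or cell loss, cut at about -3.5 in these data, passing the limit was not always enough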;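 further: z-score of nuclear minus cytoplasmic ring GR-EGFP intensity difference per well; some compounds called inactive have numbers as strong as hits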
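medium = tetracycline-free induction medium containing charcoal-stripped FBS | also added = 1.0 µM final dexamethasone stimulus | schedule = 48 h induction, 1 h compound, 30 min dex at 37 °C | technique = fixed, Hoechst-stained cells imaged at 10x for EGFP | measure = GR-EGFP nuclear translocation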
HIV fusion peptide – cell-free HIV fusion peptide-binding blockers – biochemical, uHTS, fluorescence dequenching, primary screen (AID 1986). cell-free peptide binding, fluorescence dequenching, 30 min; higher % means a stronger effect. one-dose inhibition, % at 20 µM; IC50 in µM for titrated hits. 290,000 tested, 0.3% active; in the data active means inhibition mostly above about 52%, no sharp cut-off; inactive means mostly below about 76%; further: some results filed as inactive read as strong as hits
Yfh1-off respiration – enhancers of respiration in Yfh1-depleted yeast, dose response, Friedreich's ataxia, plus single-dose screen (AID 1465) | S. cerevisiae Yfh1-off respiration, WST-1 reduction, 72 h; higher fold induction means a stronger effect | one-dose fold induction at 50 µM; EC50 in µM for titrated hits | 220,000 tested, 0.074% active;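 active means fold induction of absorbance versus untreated yeast above a set limit, then at least 30% activation at any dose in follow-up; inconclusive means repeats straddling the limit, or above it without dose testing; inactive means fold induction below the set limit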;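 further: activators that raise dye reduction in frataxin-depleted yeast; strong numbers were not always called active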
Ins promoter up – MIN6 insulin promoter up-regulation; MIN6 insulin promoter-GFP reporter, high-content imaging; hits give high values; z-score at 5 µM; 190,000 tested, 0.3% active; AID 1625;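 active means z-score above 3 at 5 µM with at least 500 cells counted in the well; inconclusive means wells under 500 cells, flagged as cytotoxic or low count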
WT yeast gro inh – growth inhibition of WT yeast, mitochondrial fusion screen; mitochondrial fusion phenotypic screen, WT strain; AID 1362; inhibition, % at 10 µM; 190,000 tested, 2.1% active; in the data active means inhibition above about 58%; tested in S. cerevisiae
WT yeast gro inh mutant strain – also measured in WT yeast gro inh; calls as there; inhibition, %; mitochondrial fusion phenotypic screen, mutant strain inhibition
Dynein transport cytoplasmic EGFP – recorded beside Dynein transport, whose call it bears; z-score; measured here: cytoplasmic GR-EGFP intensity; hits give high values
Dynein transport nuclear GR-EGFP – recorded beside Dynein transport, whose call it bears; z-score; measured here: nuclear GR-EGFP intensity;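 lower value marks the stronger effect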
Dynein transport cell count – further read-out of Dynein transport, marked with its call; z-score; measured here: cell count per field
Ins promoter up cell count – further read-out of Ins promoter up, marked with its call; cell count; measured here: cytotoxicity, nuclei count;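 total cells summed across four imaged fields per well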
bCat nuc transl cell count 5 µM – further read-out of bCat nuc transl, marked with its call; cell count; measured here: cell count, cytotoxicity flag
MT stabilizer Hoechst-high % – second read-out of MT stabilizer, no call of its own (marks repeat the call); % Hoechst-high responders; measured here: nuclear condensation Hoechst responders;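 share of cells brighter than vehicle mean plus two SD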
MT stabilizer cytotoxicity % – second read-out of MT stabilizer, no call of its own (marks repeat the call); toxicity, %; measured here: cytotoxicity by cell density;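 0% = mean cell density of plate MIN control wells and 100% = no cells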
Autophagy HCS cell loss 18 h – further read-out of Autophagy HCS, marked with its call; toxicity, %; measured here: cell loss, nuclei count;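 cell loss after 18 h compound exposure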
Numbers without * were called inactive; i = inactive; ? = inconclusive; . = not tested or not shown.

Screens in order: MT stabilizer	MT stabilizer Hoechst-high %	MT stabilizer cytotoxicity %	Autophagy HCS	Autophagy HCS cell loss 18 h	bCat nuc transl	bCat nuc transl cell count 5 µM	AID2073	Dynein transport	Dynein transport cytoplasmic EGFP	Dynein transport nuclear GR-EGFP	Dynein transport cell count	HIV fusion peptide	Yfh1-off respiration	Ins promoter up	Ins promoter up cell count	WT yeast gro inh	WT yeast gro inh mutant strain
(1) C=CCNC(=O)C1CCN(c2nc(C)cc(-c3ccccc3)n2)CC1
  4.5	2.7	6.5	i	-1.9	-6.5	1085	7.5%	1.21	-0.226	0.603	-0.223	2.1%	i	-0.15	1274	-3.0	-11.3
(2) CO[C@@H]1O[C@@H]2COC(c3ccccc3)O[C@@H]2[C@@H](OC)[C@@H]1O (stereo partly drawn)
  4.1	1.7	4.8	i	1.6	-0.9	1029	17.8%	-0.9	-0.264	-0.155	0.474	0.0%	i	1.32	1229	3.6	3.2
(3) O=C(NC(=S)NNC(=O)c1cnccn1)c1ccc(Cl)cc1
  .	.	.	.	.	0.8	1425	-32.8%	1.27	-0.182	1.15	-0.526	-1.0%	.	.	.	.	.
(4) Cc1ccc(NC(=S)N(CCCN2CCOCC2)Cc2ccccn2)cc1
  2.8	1.5	6.7	i	15.7	-0.1	995	-0.5%	-0.566	2.84	0.635	0.26	1.3%	i	0.48	1291	3.2	20.1
(5) CC(C)(C)NC(=O)COc1ccc(CNCc2cccs2)cc1
  2.8	2.1	4.4	i	-21.0	3.8	1392	14.6%	-0.57	0.0397	0.264	0.327	-2.2%	i	-1.91	1032	1.7	-8.2
(6) CC1=C(C(=O)Nc2ccccn2)C(c2ccc(Br)cc2)n2ncnc2N1 (stereo not drawn)
  3.7	5.1	5.0	i	17.4	3.0	1401	-3.8%	-0.274	-0.0935	0.119	0.97	5.5%	i	0.6	1651	.	.
(7) C/C=C\C(=O)Nc1cccc(C2=NOC3(C2)C[C@H](C(N)=O)N(C(=O)[C@H]2CCC(=O)N2)C3)c1 (stereo partly drawn)
  .	.	.	.	.	-2.2	1062	3.4%	0.732	-0.673	0.442	-0.797	-1.2%	i	0.61	1167	.	.
(8) COC(=O)c1sc(NC(=S)NC(=O)c2ccc(F)cc2)nc1C
  1.7	1.7	1.9	i	18.3	0.9	1028	33.0%	-0.388	-0.285	-0.127	0.137	0.3%	i	.	.	-2.7	1.6
(9) O=C(CSc1nc2ncc(Br)cc2[nH]1)c1cccc([N+](=O)[O-])c1
  5.7	3.2	4.8	i	11.3	-2.3	1099	-4.1%	-1.92	-0.0863	-0.63	0.827	8.2%	i	0.34	1363	15.7	-2.1
(10) Cc1ccc(C(=O)Nc2ccnc(-c3ccncc3)n2)cc1
  2.4	2.1	4.4	i	5.9	-2.1	1554	1.4%	0.964	-0.342	0.481	-0.949	1.6%	i	-0.39	1461	-7.3	-5.2
(11) CC(C)c1ccc(-n2nc3ccc(N)cc3n2)cc1
  1.8	3.2	9.3	i	31.2	4.1	1065	59.3%	-0.379	-0.384	-0.329	-0.366	6.0%	i	0.03	1320	-1.2	9.1
(12) CCOC(=O)c1c(C)oc2ccc(OCC(N)=O)cc12
  9.0	2.0	13.2	i	2.8	-0.9	934	6.7%	0.924	0.409	-0.208	-0.329	-1.5%	i	.	.	-0.6	-15.2
(13) Cc1ccc(S(=O)(=O)NCC(=O)N(CC(=O)NCc2ccccc2)CC2CCCO2)cc1 (stereo not drawn)
  2.4	1.3	4.8	i	-1.0	-0.4	1027	-0.6%	-1.49	1.07	-0.348	1.43	1.5%	i	0.89	1680	4.6	-31.6
(14) CCCS(=O)(=O)c1c(S(=O)(=O)CCC)c2c(N)cccn2c1C(=O)OC
  3.4	2.2	1.5	i	-23.8	0.4	1464	23.6%	-0.482	-0.164	-0.117	0.744	36.6%	i	-0.56	1380	1.8	1.0
(15) O=C(CSc1nnc(Cn2c(=O)sc3ccccc32)n1-c1ccccc1)N1CCCCCC1
  3.3	2.2	7.2	i	16.8	-3.7	1214	7.2%	-0.317	-0.153	0.175	0.0456	-1.3%	i	-0.06	1329	5.5	4.4
(16) COc1ccc(Cc2nnc(SCC(=O)NCc3ccco3)o2)cc1
  1.8	1.6	20.5	i	-2.7	0.9	1079	4.8%	-0.135	-0.212	0.298	0.402	0.2%	i	-0.69	1714	-1.8	-4.2
(17) O=c1c([N+](=O)[O-])c(N2CCCC2)c2ccccc2n1-c1ccccc1
  .	.	.	i	-25.9	0.2	1540	6.2%	-0.471	-0.0804	0.0877	0.455	-3.4%	i	.	.	-8.4	-7.2
(18) CC(=O)c1ccc(N2CCN(C(C)C(=O)NC3CCCc4ccccc43)CC2)cc1 (stereo not drawn)
  4.5	3.5	6.8	i	16.0	0.4	1108	-0.7%	0.0697	-0.245	0.223	-0.334	-3.1%	i	0.01	1614	7.2	-1.1
(19) CCOC(=O)CSc1nc2cc(S(=O)(=O)Nc3ccccc3OC)ccc2o1
  1.8	1.1	3.0	i	-9.4	-3.0	1268	30.7%	-0.62	-0.264	-0.000511	0.646	1.4%	i	0.25	874	9.3	5.5
(20) Cc1sc2nc(CN(CCc3ccccc3)C(=O)c3ccco3)[nH]c(=O)c2c1C
  .	.	.	.	.	0.8	1084	-1.3%	.	.	.	.	1.1%	.	0.79	993	.	.
(21) C=CCC(C)(NCc1ccccc1)c1ccc(C)cc1 (stereo not drawn)
  2.7	2.8	2.8	i	3.3	.	.	11.6%	-0.602	-0.0507	-0.591	0.58	-0.4%	i	-0.77	1206	3.4	-4.3
(22) CCCOC(=O)CSC1=C(C#N)C(c2ccc3c(c2)OCO3)CC(=O)N1 (stereo not drawn)
  21.8	11.8	50.0	i	2.2	-10.6	1075	-0.9%	-0.996	-0.111	-0.0572	0.348	1.6%	i	-0.32	1036	-0.4	0.4
(23) CC(=O)c1c(C)[nH]c(C(=O)Nc2ccc(C)c(S(=O)(=O)N(C)C)c2)c1C
  5.0	2.1	8.4	i	-1.5	1.4	1106	-11.9%	-0.769	-0.0959	-0.267	0.0223	-1.1%	i	-0.28	1119	0.8	-14.5
(24) O=C(NC1CCCCCCC1)c1ccc(S(=O)(=O)N2CCCC2)cc1
  2.9	1.3	9.0	i	8.8	-2.9	945	-8.5%	-0.69	-0.22	-0.512	0.393	0.6%	i	0.4	1359	0.1	-21.1
(25) Cc1ccc(NC(=O)CN2CCC(NC(=O)Cc3ccccc3)CC2)c(C)c1
  1.8	2.0	7.6	i	-0.2	-3.3	1135	1.3%	0.792	4.17	2.05	-7.02	-0.8%	i	-0.06	1414	-1.3	-19.2
(26) N#CC(C#N)=Cc1ccc(OC(=O)c2ccccn2)cc1
  5.8	2.8	6.7	i	7.3	-2.6	1095	6.8%	-0.221	-0.129	-0.331	-0.216	0.4%	i	-0.3	1677	-6.5	-10.6
(27) C/C(=N\NC(=O)c1ccoc1C)c1ccccc1
  .	.	.	.	.	0.0	1330	-10.8%	-0.854	-0.0085	-0.425	-0.14	0.1%	i	.	.	.	.
(28) O=C(Cc1ccccc1)Nc1ccc2oc(-c3cccnc3)nc2c1
  1.2	2.0	5.1	i	-5.0	.	.	?	-0.626	-0.246	-0.272	0.0749	0.7%	i	0.22	1411	17.4	-1.2
(29) CCSc1nc2ccccc2n1CC(=O)OC
  1.4	2.0	4.9	i	-0.9	-5.8	1237	-1.5%	-0.0197	0.249	0.286	-0.523	0.4%	i	0.38	1235	-3.9	2.0
(30) CC(=O)N1CCOCCOCCN(C(C)=O)CCOCC1
  2.9	2.7	6.0	i	4.3	0.3	1044	6.7%	0.218	-0.211	0.358	-0.288	-0.7%	i	.	.	-5.4	-17.0
(31) CCOC(=O)C1=C(C)NC(=O)NC1c1cc2c(cc1Br)OCO2 (stereo not drawn)
  3.4	2.4	26.4	i	-2.2	-2.8	1048	10.2%	0.221	0.119	0.802	-1.21	1.1%	i	0.55	1073	-4.8	-3.7
(32) CCC(/C=N/NC(=O)C1COc2ccccc2O1)CC (stereo not drawn)
  4.3	3.1	7.5	i	6.8	1.3	1192	19.9%	-0.127	-0.155	0.0937	-0.371	1.2%	i	0.7	1495	1.6	1.9
(33) Oc1ccccc1/C=N/Nc1nc2ccccc2o1
  .	.	.	.	.	3.9	1295	4.0%	-0.65	-0.214	0.0131	-0.0505	-1.8%	i	?	.	.	.
(34) COc1cccc(-c2nc(N)nc(SC)c2C#N)c1
  .	.	.	.	.	1.7	1332	19.0%	-0.443	-0.214	-0.553	0.47	-2.0%	i	0.4	1374	.	.
(35) COc1ccc(CCN2C(=O)c3cccc4cccc(c34)C2=O)cc1OC
  3.6	3.0	17.3	i	13.0	-3.3	943	15.6%	-0.577	-0.303	-0.657	0.625	-0.1%	.	0.39	1453	-4.3	-51.8
(36) CC(=C\C(=O)O)/C(=C\c1cccc2ccccc12)C(=O)O
  .	.	.	.	.	2.2	1311	14.3%	-0.766	-0.219	-0.0521	0.506	2.3%	i	-0.2	1039	.	.
(37) Cc1ccc(-c2nnc(SCc3ccccc3F)o2)cc1
  2.6	2.0	3.6	i	-4.5	.	.	-2.4%	-0.779	-0.21	-0.324	-0.536	1.5%	i	.	.	59.9*	39.3*

Assay outcomes as filed in PubChem.
